Screening results (PubChem)
NCOA2 inhibitor – inhibits human steroid receptor coactivator 2; HEK293 GAL4-SRC2 luciferase reporter, luminescence; actives 0.17% (n = 370,000); inhibition, % at 9 µM; Q15596; AID 651957;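 active means inhibition above the mean inhibition of all tested compounds plus 3 SD, set per campaign, cut at about 52% in these data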;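 further: 0% = DMSO treated cells and 100% = cells given Gossypol at 36 µM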
TLR9-MyD88 block – TLR9-MyD88 interaction inhibition; Q9NR96+Q99836; CHO BLA complementation TLR9-MyD88, CCF4 FRET ratio; inhibition, % at 4.98 µM; actives 0.21% (n = 340,000); AID 504734;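 active means inhibition above the mean over all tested compounds plus 3 SD, cut at about 21% in these data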;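 further: 0% = DMSO only wells and 100% = clavulanate BLA inhibitor control wells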
EBV LMP1 NFkB – inhibitors of Epstein-Barr LMP1-induced NF-kappaB reporter; LMP1-induced NF-kappaB luciferase reporter cells, luminescence; inhibition, % at 12.5 µM; actives 0.69% (n = 350,000); in the data active means inhibition above about 41%;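 further: 0% = neutral control wells and 100% = reference inhibitor control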
MC4R barr agon – activates human MC4R beta-arrestin recruitment; U2OS MC4R beta-arrestin complementation, luminescence; percent of melanotan II response, DMSO zero; AID 540308; actives 0.98% (n = 360,000); activation, % at 8.9 µM; P32245;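 active means activation above a per-plate cutoff, the mean activation of sample wells on that plate plus 3 SD, cut at about 8% in these data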
ABHD5 PLIN5 PPI – ABHD5-PLIN5 protein interaction inhibition; Q00G26+Q8WTS1; Split G. princeps luciferase complementation, luminescence, 4 h; inhibition, % at 4 µM; actives 0.78% (n = 360,000);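 active means inhibition above the mean inhibition across every tested compound plus 3 SD, cut at about 22% in these data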;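 further: 0% = DMSO only wells and the 100% control is not disclosed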
Target sequence (Q00G26 whole entry, looked up): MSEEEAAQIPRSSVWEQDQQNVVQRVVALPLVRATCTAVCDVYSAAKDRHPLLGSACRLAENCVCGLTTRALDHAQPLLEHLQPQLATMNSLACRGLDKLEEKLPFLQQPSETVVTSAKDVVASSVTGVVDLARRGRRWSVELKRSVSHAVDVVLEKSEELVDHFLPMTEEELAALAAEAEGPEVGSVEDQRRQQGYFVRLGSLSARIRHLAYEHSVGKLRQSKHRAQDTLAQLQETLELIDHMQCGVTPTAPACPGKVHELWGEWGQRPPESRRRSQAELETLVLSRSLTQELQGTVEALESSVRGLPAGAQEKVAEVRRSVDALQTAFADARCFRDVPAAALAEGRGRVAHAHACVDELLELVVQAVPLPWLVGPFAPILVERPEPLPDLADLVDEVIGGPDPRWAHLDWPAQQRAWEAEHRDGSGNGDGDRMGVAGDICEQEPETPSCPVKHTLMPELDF
Target sequence (Q8WTS1 whole entry, looked up): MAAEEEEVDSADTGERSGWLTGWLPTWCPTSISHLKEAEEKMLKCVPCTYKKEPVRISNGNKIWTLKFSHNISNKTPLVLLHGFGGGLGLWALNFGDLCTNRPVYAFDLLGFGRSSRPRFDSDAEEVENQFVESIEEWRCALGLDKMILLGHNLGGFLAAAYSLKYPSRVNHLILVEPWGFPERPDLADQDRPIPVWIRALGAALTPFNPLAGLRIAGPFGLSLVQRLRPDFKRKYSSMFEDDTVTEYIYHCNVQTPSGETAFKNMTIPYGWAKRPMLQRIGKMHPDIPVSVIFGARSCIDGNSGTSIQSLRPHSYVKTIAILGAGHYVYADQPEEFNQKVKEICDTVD
NOD2 RIPK2 PPI – NOD2-RIPK2 protein interaction inhibition; O43353; CHO BLA complementation NOD2-RIPK2, CCF4 ratio; inhibition, % at 4.98 µM; actives 0.38% (n = 360,000); in the data active means inhibition above about 21%;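 further: 0% = vehicle only and 100% = reference blocker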
NCOA3 inh – inhibitors of human steroid receptor coactivator 3 (SRC3). inhibition, % at 3.6 µM. HEK293 GAL4-SRC3 luciferase reporter, luminescence. actives 0.17% (n = 360,000). Q9Y6Q9;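 active means inhibition above a per-campaign cutoff, the mean of all compounds plus 3 SD, cut at about 60% in these data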;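 further: 0% = DMSO-treated cells and 100% = gossypol-treated cells at 36 µM; higher means less SRC3-driven luciferase light from the GAL4 reporter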
MC4R antagonist – antagonists of human melanocortin 4 receptor (MC4R). MC4R-expressing cells, MTII-stimulated cAMP, LANCE TR-FRET. inhibition, % at 6.5 µM. actives 0.48% (n = 360,000). AID 540295;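 active means inhibition above its plate's cutoff, the mean of tested wells on that plate plus 3 SD, cut at about 29% in these data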;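 further: 0% = Melanotan II alone and 100% = Melanotan II plus saturating MCL0020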
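Material: U2OS-MC4R stable cell line | Reagent: Melanotan II challenge after compound preincubation | Doses: One concentration, 6.5 µM nominal | Incubation: 30-min compound preincubation, 1-h Melanotan II challenge, 1-h detection, room temperature | Signal: TR-FRET cAMP assay | Replicates: One well per compound, no replicates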
NCOA1 inh – inhibitors of human steroid receptor coactivator 1 (SRC1) | Q15788 | HEK293 GAL4-SRC1 luciferase reporter, luminescence | inhibition, % at 3.6 µM | actives 0.12% (n = 360,000) | AID 588354;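 active means inhibition above the campaign mean plus 3 SD, with each screening campaign given its own cutoff, cut at about 60% in these data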;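 further: 0% = DMSO treated cells and 100% = gossypol at 36 µM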
COUP-TFII inh – blocks human COUP-TFII nuclear receptor; HEK293T NGFI-A luciferase reporter, luminescence; inhibition, % at 8.6 µM; actives 0.7% (n = 370,000);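 active means inhibition above a per-plate cutoff, mean inhibition of test wells between control levels plus 3 SD, cut at about 38% in these data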;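 further: cells cotransfected with COUP-TFII expression vector driving the NGFI-A reporter; 0% = median of COUP-TF2 test wells and 100% = reporter-only cells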
LRH-1 inv ag – suppresses constitutive activity of human LRH-1 | HEK293T StAR-luciferase reporter, LRH-1 transfected, 24 h | AID 602396 | actives 0.13% (n = 360,000) | inhibition, % at 3.6 µM | O00482;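 active means inhibition above the mean inhibition of all tested compounds plus 3 SD, cut at about 73% in these data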;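 further: 0% = DMSO wells and 100% = reporter-only cells lacking LRH-1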
* = called active by the depositor; / = no result given.

SMILES | NCOA2 inhibitor | TLR9-MyD88 block | EBV LMP1 NFkB | MC4R barr agon | ABHD5 PLIN5 PPI | NOD2 RIPK2 PPI | NCOA3 inh | MC4R antagonist | NCOA1 inh | COUP-TFII inh | LRH-1 inv ag
COc1ccc(/C=C2\SC(=S)N(CCC(=O)Nc3ccccn3)C2=O)cc1OC | -20 | 1 | 2 | -1.0 | 18 | -5 | -3 | 2 | -6 | 13 | 2
CC(C)(c1ccccc1)c1ccc(OCCN2CCOCC2)cc1 | 7 | -14 | 3 | -1.4 | -2 | 10 | -10 | -4 | 1 | 23 | 5
CCSc1nnc(NC(=O)Cc2cc(OC)c(OC)c(OC)c2)s1 | -6 | 9 | 10 | 2.9 | -3 | -5 | 1 | -4 | 8 | -3 | 1
Cc1ccc(C)c(OCC(=O)N/N=C\c2cccn2C)c1 | -16 | -3 | 4 | 1.9 | 5 | -2 | 19 | -5 | -5 | 13 | -4
CC(=O)NC(CC(=O)N(Cc1ccccc1)c1cccc(C)c1)c1ccccc1 (configuration not stated) | 11 | 0 | -1 | -2.5 | -2 | 1 | -22 | -1 | 15 | -11 | 4
COc1cc(/C=N/NC(=O)c2c(-c3ccccc3)noc2C)ccc1O | -11 | -4 | 2 | -0.8 | -8 | -3 | -4 | 9 | -6 | 8 | 12
CC(C)NC(=O)C1(C)Cc2c(-c3ccc(N(C)C)cc3)ccnc2O1 (configuration not stated) | 7 | / | / | 0.2 | 0 | 0 | 2 | 8 | 2 | 20 | 18
CCOc1ccccc1NC(=O)CNS(=O)(=O)c1ccc2nc(C)sc2c1 | -15 | 3 | -3 | 0.3 | 3 | 2 | 9 | 10 | -1 | -20 | 13
O=C(Cc1cccs1)Nc1nc(-c2cccnc2)cs1 | -3 | 1 | 5 | -0.2 | -3 | -8 | 16 | 14 | 15 | 15 | 11
COc1ccc(C(=O)NCCNc2ccccc2[N+](=O)[O-])cc1 | -55 | -4 | -18 | -1.8 | 4 | -9 | -71 | 3 | -131 | -57 | -159
CCc1cc(C(N)=O)c(NC(=O)c2ccc(OC)cc2)s1 | -40 | -3 | -15 | -0.5 | 6 | -11 | -33 | 15 | -43 | -47 | -14
C=CCC[C@H](Cc1ccc(F)cc1)C(=O)OC[C@@H](Cc1c[nH]c2ccccc12)NC(=O)[C@@H](CC=C)CC(=O)NCCO | 10 | -4 | 3 | -1.2 | -4 | -10 | -8 | 7 | 10 | 2 | -4
CCOC(=O)Cc1csc(NC(=O)/C=C/c2ccc(Br)o2)n1 | 10 | -2 | 14 | 1.4 | 2 | 1 | -11 | -1 | -12 | 28 | -18
Cc1ccc(-c2nn3c(C)nnc3s2)cc1N | -56 | -6 | -7 | -1.4 | -7 | -3 | -8 | 4 | -22 | -11 | -43
CN1C(=O)C2(c3ccccc31)N(C)CC(c1ccccn1)C21SC(=S)N(Cc2ccco2)C1=O (configuration not stated) | 7 | -14 | 24 | -0.9 | 0 | 4 | 11 | 4 | 3 | 11 | 16
Cc1ccc(NC(=O)C2C3/C=C\CCCCC32)cc1C (configuration not stated) | -37 | -5 | -15 | 19* | -2 | -11 | -70 | -4 | -49 | -24 | -35
O=C(CC1SC(=Nc2ccc3c(c2)OCCO3)NC1=O)Nc1ccc(F)cc1F (configuration not stated) | 12 | 3 | 3 | 0.5 | 3 | -3 | 24 | 2 | -3 | 4 | 7
Cc1ccc2nc(SCC(=O)N3CC(C)OC(C)C3)nc(=O)n2c1 (configuration not stated) | -9 | -3 | 0 | -4.3 | -7 | 0 | -4 | -1 | 0 | 11 | -8
COC(=O)c1ccccc1NC(=O)CSc1ccc(C)cc1 | -5 | -5 | 13 | -1.4 | 3 | -8 | 0 | 2 | -7 | 7 | -18
Cc1cccc(C(=O)NC(=S)Nc2ccc(N3CCOCC3)cc2)c1 | -38 | 12 | -2 | -1.7 | 2 | 3 | -14 | -2 | -27 | -10 | -13
COc1cc(CCC(C)=O)ccc1OC(=O)c1c(F)cccc1Cl | -21 | -13 | -22 | -0.1 | 0 | -11 | -22 | 3 | -29 | -27 | -24
CC(NC(=O)COc1ccccc1)C(=O)NCc1ccc(S(N)(=O)=O)cc1 (configuration not stated) | -26 | -6 | -8 | 1.0 | 6 | -9 | 10 | -1 | -2 | 2 | 6
Cc1ccc(S(=O)(=O)N2CCCC2)cc1C(=O)O | -16 | -9 | 6 | -0.1 | -8 | 2 | 9 | 11 | -3 | 4 | -23
C=CCn1c(=O)c(C(=O)NCc2ccc(Cl)cc2)c(O)c2ccccc21 | -39 | -1 | 2 | -1.0 | 5 | 3 | 0 | -2 | 1 | 26 | 9
Cc1ccc[n+](CC(=O)N2CCCCC2)c1C | -2 | -7 | 3 | -2.3 | 0 | -8 | 1 | 11 | -13 | 15 | 6
CC(=O)Nc1cnc(-c2ccc(O)cc2C)cn1 | -4 | / | / | -2.1 | 3 | 8 | -22 | 8 | -5 | -9 | 5
O=C(NC1CCCC1)C(c1ccccn1)N(C(=O)c1csnn1)C1CCCCC1 (configuration not stated) | -27 | -5 | 2 | -0.8 | 1 | -6 | -24 | 1 | 0 | 3 | 19
Cc1ccccc1OCC(=O)Nc1ccc(N2CCOCC2)cc1N1CCOCC1 | 12 | 5 | -4 | -0.2 | -2 | 5 | 1 | 0 | -3 | 3 | -5
O=C(CSc1ccc(-c2ccc(Br)cc2)nn1)NCC1CCCO1 (configuration not stated) | -13 | 1 | -7 | -1.9 | 2 | 6 | 13 | -2 | -8 | 7 | 0
O=C(NCC(=O)N(c1ccccc1)C(C(=O)NC1CCCC1)c1cccnc1)c1ccco1 (configuration not stated) | 5 | 1 | -9 | -1.5 | -6 | -10 | 0 | 0 | -2 | 15 | 4
O=C(Nc1nc(-c2ccccn2)cs1)c1ccccc1-n1cnnn1 | 21 | -3 | 23 | -0.7 | -2 | -5 | 32 | 14 | 20 | -20 | 23
Cc1ccc(S(=O)(=O)Nc2cc(NC(=O)CN3CCOCC3)ccc2Cl)cc1 | -19 | -1 | -4 | -0.6 | -4 | -5 | 8 | 7 | -10 | -11 | 2
Cc1ccc(N(Cc2ccccc2F)S(C)(=O)=O)c(C)c1 | -41 | -16 | 5 | -1.6 | -6 | -13 | 16 | 2 | 11 | 8 | 19
Cc1cnc(C(=O)OC(C)C(=O)Nc2ccc3c(c2)OCCO3)cn1 (configuration not stated) | 4 | 0 | -5 | -2.3 | 4 | -16 | -16 | -2 | -25 | -4 | 7
CCN(CC)C(=O)C1=C(C)N(Cc2ccc(OC)cc2)C(=O)C(CC(=O)NC2CC2)C1 (configuration not stated) | 11 | 2 | -5 | 4.4 | 2 | -4 | 2 | -2 | -13 | -8 | 9
Cc1ccc(-n2ncc3c(=O)[nH]c(SCC(=O)N4CC(=O)Nc5ccccc54)nc32)cc1 | -23 | 1 | 2 | -1.0 | -4 | 1 | 2 | 4 | -18 | 7 | 1
CC1(C)Cc2ccccc2-c2nnc(-c3ccc(O)cc3)n21 | -1 | -10 | 1 | 0.6 | 1 | -6 | 0 | 14 | -2 | -10 | -8
Cc1ccc(CN=c2c([N+](=O)[O-])nn(-c3cccc(C)c3)n2O)cc1 | -22 | -1 | -21 | 3.2 | 7 | -1 | 4 | 4 | -19 | -27 | -65
COc1cc(NS(=O)(=O)c2ccc(NC(=O)c3ccc([N+](=O)[O-])cc3)cc2)ncn1 | 14 | 0 | 7 | -1.7 | 1 | -3 | 5 | 6 | 3 | 14 | -1
O=c1c2c(nc3cc(-c4ccc(F)cc4)[nH]n13)CCC2 | -46 | -6 | -3 | 1.3 | 1 | -1 | -99 | -3 | -111 | -35 | -134
Cc1cccc(NC(=O)Cc2c(F)cccc2Cl)n1 | -45 | -1 | -14 | -0.8 | -2 | 3 | -53 | 6 | -71 | -27 | -52
COc1ccc(Oc2nnc(-c3ccccc3)cc2C#N)cc1 | 0 | -15 | 5 | -0.6 | 11 | -8 | 24 | 0 | 4 | -21 | 23
Nc1cc(N2CCCC2)c(Cl)cc1[N+](=O)[O-] | -30 | -3 | -4 | -0.2 | 2 | -1 | 9 | -7 | -4 | 4 | 5
Cc1cc(C)n(-c2nc(-c3ccc(Cl)cc3)cs2)n1 | -8 | -3 | -33 | 7.3 | 3 | 6 | -11 | 6 | -25 | 9 | -10
Cc1cc2[nH]c(=O)c(=O)[nH]c2cc1S(=O)(=O)N1CCC(C)CC1 | -6 | -9 | 1 | -0.7 | -7 | -8 | -13 | 10 | -2 | 9 | 17
O=C(NCc1cccs1)c1ccc(-c2ccc(F)c(F)c2)c2ccoc12 | -42 | / | / | 1.4 | -2 | -4 | 2 | 13 | -18 | -10 | 7
COC(=O)c1ccc2c(=O)n(CCCCCC(=O)N3CCN(c4ccc(F)cc4)CC3)c(=O)[nH]c2c1 | -11 | -5 | 3 | 1.6 | 0 | -3 | 0 | 23 | -11 | -7 | 4
CCn1cc(SCC(=O)N2CCc3ccccc32)c2ccccc21 | 1 | -6 | -21 | 0.1 | -8 | 2 | -34 | -3 | 0 | -16 | -13
C/C(=N\OC(=O)c1c(-c2c(F)cccc2Cl)noc1C)c1nccs1 | -15 | 1 | -7 | 0.0 | 1 | -1 | 11 | 1 | -10 | 13 | 4
Cn1nc(C(=O)NCc2ccccc2CN2CCCC2)c2ccccc2c1=O | -2 | 0 | -8 | -0.9 | 2 | 4 | 8 | 4 | 1 | -40 | 13
CCSc1nnc(NC(=O)[C@@H](NC(=O)c2cc(OC)cc(OC)c2)C(C)C)s1 | 0 | 16 | 1 | 2.2 | 0 | -12 | 1 | 20 | -1 | 6 | -8
O=C(N/N=C/c1ccc(Cl)cc1Cl)c1cccc(N2CCCC2=O)c1 | -5 | -1 | 6 | -1.1 | -2 | -12 | -20 | 0 | 10 | 1 | -30
CCOC(=O)N/N=C/c1cn(CCCOc2ccccc2)c2ccccc12 | 4 | -1 | -5 | -0.4 | 0 | -2 | 16 | 5 | -1 | -3 | -26
COc1ccc(-c2nnc(Nc3nc4c(OC)cccc4s3)o2)cc1 | 4 | -3 | 10 | 2.2 | 4 | 8 | 6 | -3 | -4 | -6 | -1
CC(C)(C)OC(=O)N(Cc1ccccc1)Cc1cccc(OCc2cccc(NC(=O)C3CC3)c2)c1 | 18 | -4 | 5 | -0.2 | -2 | -4 | 3 | 11 | 5 | 10 | 27

Not all compounds are listed; the hit share may differ from the screen's.
